GLS inh: blocks human kidney-isoform glutaminase activity; 0.21% of 410,000 active; O94925; AID 624170; GLS enzymatic activity, qHTS titration; Potency, µM (series often up to 45.5 µM), without a hit: at the top dose activity change, negative = inhibition, most hits filed as inhibitors; also: potency is read from the fitted curve at half-maximal effect; % is scaled to controls: 0 for no effect and ±100 for the full control effect
Target sequence (O94925 whole entry, looked up, canonical isoform): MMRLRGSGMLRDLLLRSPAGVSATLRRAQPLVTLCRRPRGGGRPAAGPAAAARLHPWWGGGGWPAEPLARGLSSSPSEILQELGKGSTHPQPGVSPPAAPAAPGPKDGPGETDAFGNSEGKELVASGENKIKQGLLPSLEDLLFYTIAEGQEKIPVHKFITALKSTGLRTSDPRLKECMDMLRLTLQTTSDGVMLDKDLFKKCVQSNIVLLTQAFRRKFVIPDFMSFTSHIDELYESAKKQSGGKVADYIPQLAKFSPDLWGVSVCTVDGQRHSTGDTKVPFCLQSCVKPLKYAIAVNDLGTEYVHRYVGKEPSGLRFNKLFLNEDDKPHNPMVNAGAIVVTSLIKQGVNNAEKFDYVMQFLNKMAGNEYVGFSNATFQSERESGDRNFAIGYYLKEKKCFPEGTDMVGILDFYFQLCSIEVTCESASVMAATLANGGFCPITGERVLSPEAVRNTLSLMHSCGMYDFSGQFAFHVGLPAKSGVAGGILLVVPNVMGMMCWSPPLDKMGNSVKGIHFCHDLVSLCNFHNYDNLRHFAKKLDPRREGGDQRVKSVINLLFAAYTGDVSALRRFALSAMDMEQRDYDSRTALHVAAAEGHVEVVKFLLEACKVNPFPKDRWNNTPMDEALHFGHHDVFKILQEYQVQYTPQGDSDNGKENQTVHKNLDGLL
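Read-out is an Amplex red fluorescence increase coupled through glutamate oxidase and HRP, measured before and after 30 min room-temperature incubation. hKGA is in 45 mM KH2PO4 (pH 8.2) with 0.02% Tween-20; glutamine added as 1mM solution.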
TrxR1 substrate: substrates of rat thioredoxin reductase 1 | O89049 | purified TrxR1 substrate turnover, NADPH consumption readout | Potency, µM (top dose mostly 114 µM), for inactives: top-dose activity change, negative = substrate turnover | 0.01% of 390,000 active; also: potency is read from the fitted curve at half-maximal effect; % is scaled to controls: 0 for no effect and ±100 for the full control effect; nearly all actives have a fitted effect of over 50% in size
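Rat TrxR1, dispensed at 90 nM, was prereduced with 400 uM NADPH (final) for 5 min at ~22 deg C, then incubated with compound 15 min before 400 uM selenite. A first-read NADPH fluorescence drop versus no-compound background flagged substrates.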
mIDH1 inhibitor: inhibitors of human mutant IDH1 R132H; O75874; IDH1-R132H enzyme, NADPH consumption, diaphorase/resazurin fluorescence; Potency, µM (series often up to 76.6 µM), inactives show at the highest dose activity change, negative = inhibition, hits mostly inhibitors; 0.093% of 390,000 active; also: potency is read from the fitted curve at half-maximal effect; % is scaled to controls: 0 for no effect and ±100 for the full control effect; nearly all actives have a fitted effect of over 65% in size
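IDH1-R132H (0.5 ug/mL dispensed) in pH 7.5 Tris buffer was preincubated 30 min with compound, then given a substrate mix of 0.016 mM NADPH and 2 mM alpha-KG for 80 min at room temperature; remaining NADPH was read by diaphorase/resazurin fluorescence.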
USP1 inh: blocks the human USP1/UAF1 deubiquitinase complex; O94782; AID 743255; recombinant USP1/UAF1, Ub-Rhodamine cleavage fluorescence; 0.23% of 390,000 active; Potency, µM (titrated, usually from 57.1 µM), without a hit: at the top dose activity change, negative = inhibition, actives largely listed as inhibitors; also: potency is read from the fitted curve at half-maximal effect; % is scaled to controls: 0 for no effect and ±100 for the full control effect; nearly all actives have a fitted effect of over 60% in size; inactives centre near -12
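High-throughput fluorogenic screen: 1nM USP1/UAF1 complex, Ub-Rho substrate 150nM final, 50mM HEPES pH 7.8 with 0.5mM EDTA, 0.1 mg/ml BSA, 1mM TCEP and 0.01% Tween-20.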
Pin1 inhibitor: human Pin1 inhibition. Q13526. 0.009% of 390,000 active. Pin1 FP peptide displacement, HiFluor488, 10 min. Potency, µM (titrated, usually from 115 µM), inactives show at the top dose activity, negative = inhibition, actives largely listed as inhibitors; active = well fitted inhibition curve with a large enough effect in the polarisation, with a control signal flat, not every such curve was filed as active; inconclusive = small, poorly fitted or top-dose-only effect, or effect the other way, or a change in a side signal; inactive = no such curve, though single readings can be large or run the other way; the % refers to the polarisation; also: potency is read from the fitted curve at half-maximal effect; % is scaled to controls: 0 for no effect and ±100 for the full control effect
Target sequence (Q13526 whole entry, looked up): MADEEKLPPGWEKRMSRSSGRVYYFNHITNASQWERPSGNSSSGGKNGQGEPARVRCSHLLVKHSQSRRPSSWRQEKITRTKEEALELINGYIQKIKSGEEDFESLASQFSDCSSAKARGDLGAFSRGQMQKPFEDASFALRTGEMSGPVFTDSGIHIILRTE
TrxR1 inh: inhibitors of rat thioredoxin reductase 1; recombinant rTrxR1, NADPH fluorescence consumption, selenite substrate; Potency, µM (titrated, usually from 114 µM), inactives show at the top dose activity change, negative = inhibition, actives largely listed as inhibitors; 1% of 390,000 active; also: potency is read from the fitted curve at half-maximal effect; % is scaled to controls: 0 for no effect and ±100 for the full control effect; nearly all actives have a fitted effect of over 65% in size
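Rat TrxR1 (90 nM in the dispensed reagent) was pre-reduced with 400 uM NADPH for 5 min at room temperature, then incubated with compound for 15 min. After 400 uM selenite was added, NADPH fluorescence (Ex 340/Em 450 nm) was followed for 8 min.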
PGK inhibitor: inhibitors of T. brucei phosphoglycerate kinase; AID 602233; Potency, µM (titrated, usually from 57.5 µM), inactives show at the top dose activity change, negative = inhibition, actives largely listed as inhibitors; PGK/GAPDH coupled, Kinase-Glo luminescence, 60 min; 0.043% of 380,000 active; also: potency is read from the fitted curve at half-maximal effect; % is scaled to controls: 0 for no effect and ±100 for the full control effect; nearly all actives have a fitted effect of over 60% in size
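Luminescent ATP detection (Kinase-Glo Plus) follows a 60-minute room-temperature incubation, with wells lacking PGK as controls. Buffer: 100 mM TEA (pH 7.6), 5 mM MgCl2, 0.01% Tween-20. Coupling enzyme GAPDH (100 nM final) supplies unstable 1,3-BPG in-well.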
HP1b chromo inh: inhibitors of HP1-beta chromodomain binding to methylated histone tails. P83916. AlphaScreen HP1-beta / biotin-H3K9me3 peptide binding. Potency, µM (titrated, usually from 114 µM), for inactives: at the highest dose activity change, negative = inhibition, usual class: inhibitors. 0.56% of 390,000 active. AID 540317; also: potency is read from the fitted curve at half-maximal effect; nearly all actives have a fitted effect of over 70% in size; inactives centre near 23
Target sequence (P83916 whole entry, looked up): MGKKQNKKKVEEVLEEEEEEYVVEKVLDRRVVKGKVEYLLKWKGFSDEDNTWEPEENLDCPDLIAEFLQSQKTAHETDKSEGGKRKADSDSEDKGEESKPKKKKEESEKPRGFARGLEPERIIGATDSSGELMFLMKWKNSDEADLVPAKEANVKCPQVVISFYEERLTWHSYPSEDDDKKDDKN
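HP1-beta protein (50 nM final) preincubated 30 min at room temperature with biotinylated H3(1-18)K9me3 peptide (50 nM) in PBS pH 7.4, 0.01% Tween-20, then compound added for 30 min. AlphaScreen streptavidin donor/nickel chelate acceptor beads (10 ug/mL final), 30 min dark, luminescence read.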
PI4K2A block: inhibitors of human PI4K2A. Q9BTU6. AID 1346378. activity change, negative = inhibition, % at 76.9 µM. 0.13% of 420,000 active. purified PI4K2A, ADP-Glo luminescence, 1 h; stronger effect = lower value; in the data active = activity change below about -50%; inconclusive = mostly about -30% to -49%;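 also: -100% = wells without enzyme as full effect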
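ADP-Glo luminescence measured ADP generated by PI4K2A enzyme (4 ug/mL before mixing) with 1.2 mM PI substrate (pre-mix) and 300 microM ATP (pre-mix). Tris pH7.5 buffer with MgCl2, Triton X-100; 1 h reaction at ambient temperature.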
The depositor's hits bear a star; i = inactive; ? = inconclusive; · = not tested or not shown; & = joins results of further samples; [ ] = remark or other dose. Unless noted, calls follow the shape of the dose curve; as a rule, active = well fitted curve in the direction sought with a large enough effect; inconclusive = small, poorly fitted or top-dose-only effect, or another doubt; inactive = no such curve, though single readings can be large; an effect the other way counts as inactive or inconclusive.

Order of results – TrxR1 substrate	mIDH1 inhibitor	PGK inhibitor	Pin1 inhibitor	HP1b chromo inh	TrxR1 inh	GLS inh	PI4K2A block	USP1 inh
- COc1ccc(Cl)cc1NC(=O)NCC1CCN(C(=O)OC(C)(C)C)CC1
  3.0%[57.1 µM]	5.9%	i	-8.6%	29.6%	4.3%[57.1 µM]	-13.6%	0.3	-15.3%
- CC1CCC(C(=O)NC(C(=O)N2CCN(c3ccccn3)CC2)C(C)C)CC1 (centres undefined)
  -1.9%	-7.6%	-8.5%	0.4%	14.7%	-9.3%	2.0%	6.2	-14.7%
- Cc1ccc(-n2c3nc(=O)n(C)c(=O)c-3cc3c(Cl)cccc32)c(C)c1
  28.1%	-3.1%	6.6%	-0.1%	26.0%	-5.3%	4.5%	2.3	-11.6%
- O=C(c1ccccc1)N1CCN(C(=S)NCCc2ccccc2)CC1
  0.5%	-8.1%	3.2%	4.2%	27.0%	12.4%	7.9%	2.2	-9.1%
- O=C(Nc1ccc(Cl)c(S(=O)(=O)N2CCCCC2)c1)c1cnccn1
  -9.3%	6.4%	i	3.4%	43.4%[activator]	5.2%	-14.9%	5.6	-14.0%
- C/C=C/c1ccc(OCCCn2cncn2)c(OC)c1
  -5.6%	-3.5%	4.6%	-0.6%	-63.0%	-3.7%	13.3%	3.8	1.8%
- CN1CCN(c2nc3nonc3nc2N2CCN(C)CC2)CC1
  -12.1%	6.6%	-6.5%	-15.4%	22.4%	-10.6%	5.9%	3.1	-26.0%
- Cc1ccccc1NC(=O)c1ccc2nc(Cc3ccccc3)oc2c1
  3.6%[57.1 µM]	0.2%	i	-0.7%	22.4%[57 µM]	22.9%[57.1 µM]	0.4%	-2.1	?
- CC(C)(C)c1ccc(C(=O)NCCC(=O)NCc2ccco2)cc1
  4.5%	9.9%	-4.0%	-2.4%	13.5%	-6.2%	1.4%	-1.6	-12.9%
- CC(C)CCN(C(=S)NC(=O)C1CCCCC1)c1c(N)n(Cc2ccccc2)c(=O)[nH]c1=O
  -17.3%[57.1 µM]	-1.6%	-9.2%	-7.4%	2.5%	9.7%[57.1 µM]	-8.5%	-6.2	-13.8%

Next part; the last two above are carried over.
Order of results – TrxR1 substrate	mIDH1 inhibitor	PGK inhibitor	Pin1 inhibitor	HP1b chromo inh	TrxR1 inh	GLS inh	PI4K2A block	USP1 inh
- CC(C)(C)c1ccc(C(=O)NCCC(=O)NCc2ccco2)cc1
  4.5%	9.9%	-4.0%	-2.4%	13.5%	-6.2%	1.4%	-1.6	-12.9%
- CC(C)CCN(C(=S)NC(=O)C1CCCCC1)c1c(N)n(Cc2ccccc2)c(=O)[nH]c1=O
  -17.3%[57.1 µM]	-1.6%	-9.2%	-7.4%	2.5%	9.7%[57.1 µM]	-8.5%	-6.2	-13.8%
- CCc1ccc(S(=O)(=O)c2cn(C)c3cc(N4CCC(C)CC4)c(F)cc3c2=O)cc1
  17.2%	0.0%	i	-6.3%	24.7%	15.7%	-1.7%	-5.0	-3.5%
- Cc1ccc(NC(=O)CN2C(=O)NC3(CCCc4ccccc43)C2=O)c([N+](=O)[O-])c1 (centres undefined)
  4.5%	17.0%	-1.3%	-4.4%	-0.8%	22.5%	2.8%	-0.2	-24.3%
- c1coc(CNc2ncnc3ccccc23)c1
  0.7%&-2.5%	2.1%	-5.5%	0.7%	38.9%[activator]	0.3%&8.4%	8.9%	4.2	-15.8%
- O=C1C=CC(=O)c2c(O)c(N3CCN(CCO)CC3)c(Cl)c(O)c21
  56.2µM*	14.7%	?	?	?	17.8%	?	-56.6*	2.82µM*
- C[C@@H]1CC[C@@]2(O[C@@H](CCO)C[C@@H](O)[C@@H]2O)O1
  -0.3%	0.1%	6.9%	-9.0%	24.3%	?	10.2%	6.2	5.4%
- CCOC(=O)c1c(-c2ccc(OC)c(OC)c2)csc1NC(=O)c1ccc(F)cc1
  7.3%	-4.6%	-9.0%	-1.7%	59.3%[activator]	19.3%	3.4%	-1.5	-14.5%
- O=C(O)c1ccc(NS(=O)(=O)c2cccc3nsnc23)cc1
  6.9%	1.9%	·	-10.0%	35.0%[activator]	7.3%	19.1%	7.3	-13.3%
- COc1cccc(N2CCN(C(=O)CN3CCSc4ccccc43)CC2)c1
  2.4%[57.1 µM]	6.1%	-2.6%	0.6%	0.8%[57 µM]	18.8%[57.1 µM]	36.9%[activator]	9.9	-32.2%
- Cc1ccc(-n2ccc(=O)c(C(=O)Nc3ccc(S(=O)(=O)N4CCOCC4)cc3)n2)cc1
  -8.3%	2.7%	-9.7%	-0.4%	33.8%	1.6%	-20.2%	2.8	-11.9%
- CCOc1ccccc1NC(=O)CCC(=O)Nc1nnc(C2CCCCC2)s1
  -1.5%	1.7%	-1.5%	-3.1%	46.7%[activator]	-3.3%	-3.7%	-3.7	-23.0%

TrxR1 substrate, what is marked active above.
Order of results – TrxR1 substrate	mIDH1 inhibitor	PGK inhibitor	Pin1 inhibitor	HP1b chromo inh	TrxR1 inh	GLS inh	PI4K2A block	USP1 inh
- O=C1C=CC(=O)c2c(O)c(N3CCN(CCO)CC3)c(Cl)c(O)c21
  56.2µM*	14.7%	?	?	?	17.8%	?	-56.6*	2.82µM*

The list goes on.
Order of results – TrxR1 substrate	mIDH1 inhibitor	PGK inhibitor	Pin1 inhibitor	HP1b chromo inh	TrxR1 inh	GLS inh	PI4K2A block	USP1 inh
- CCc1ccc([C@@H]2CC=C(C(=O)O)CN2S(=O)(=O)c2ccc(C)cc2)cc1
  7.9%	-4.0%	-3.1%	6.4%	22.7%	13.9%	-2.8%	4.1	-15.9%
- COC(=O)c1ccccc1NC(=O)C(C)c1ccc([N+](=O)[O-])cc1 (centres undefined)
  -0.3%	3.0%	8.8%	?	37.2%	5.8%	0.0%	-0.9	-7.2%
- COc1ccc(OC)c(C2C/C(=N/O)C(C)C(c3cc(OC)ccc3OC)N2)c1 (centres undefined)
  -8.9%	-8.2%	4.1%	-0.4%	27.6%	-12.5%	8.4%	-4.1	-0.5%
- CC(C)OCCCN1C(=O)c2[nH]nc(-c3ccccc3O)c2C1c1cccc(Cl)c1 (centres undefined)
  -3.4%[57.1 µM]	-7.2%	-7.5%	-0.8%	41.5%	16.7%[57.1 µM]	2.5%	0.9	-9.3%
- CCc1nnc(NC(=O)C2CCCN(C(=O)c3ccc(Cl)cc3)C2)s1 (centres undefined)
  -0.3%	10.4%	i	-7.2%	55.0%[activator]	24.0%	-6.8%	5.0	-12.4%
- COc1cc(NC(=O)c2cccc([N+](=O)[O-])c2)ccc1NC(=O)c1ccco1
  -0.6%[57.1 µM]	6.1%	-6.8%	?	22.1%	6.8%[57.1 µM]	-0.2%	1.4	-1.7%
- C/C=C/C(=O)Nc1cccc(C2=NOC3(C2)C[C@@H](C(N)=O)N(C(=O)c2cc([N+](=O)[O-])cc([N+](=O)[O-])c2)C3)c1 (some centres undefined)
  -1.8%	-8.7%	-3.5%	-0.3%	21.9%	9.5%	?	-3.6	-14.4%
- COc1ccc(NC(=O)c2cc(S(=O)(=O)N3CCCCC3)ccc2N2CCCCC2)cn1
  -3.2%	5.4%	-9.3%	-7.7%	36.4%	10.6%	-0.6%	-0.6	-31.7%
- Cc1cc(N2CCN(C)CC2)ccc1NC(=O)c1c2c(nc3ccccc13)CCN(Cc1ccccc1)C2
  -2.5%	0.0%	0.4%	3.7%	-13.5%	4.3%	19.6%	-4.9	-2.8%
- CCOc1ccccc1/C=N/NC(=O)CSc1n[nH]c(=O)[nH]c1=O
  -4.3%	-0.8%	-5.3%	-3.9%	17.4%	15.8%	-0.9%	-1.4	-9.4%

Next part:
Order of results – TrxR1 substrate	mIDH1 inhibitor	PGK inhibitor	Pin1 inhibitor	HP1b chromo inh	TrxR1 inh	GLS inh	PI4K2A block	USP1 inh
- O=C(c1ccco1)N(CCCN1CCOCC1)c1nc(-c2ccc(F)cc2)cs1
  -1.5%	6.3%	-2.1%	18.7%	15.8%	19.0%	-5.8%	1.4	-2.0%
- COc1ccc(-n2c(SCC(=O)NCC3CCCO3)nc3ccccc32)cc1 (centres undefined)
  4.0%	1.7%	3.9%	3.6%	37.7%	10.4%	-6.0%	-8.4	-13.1%
- CCCCc1nnc(NC(=O)CN(C)S(=O)(=O)c2ccc(C)cc2)s1
  2.6%	0.0%	i	-1.9%	41.2%[activator]	20.2%	2.4%	-4.3	-22.5%
- Cc1ccccc1Cn1c2ccccc2c2cnn(CC(=O)NC(C)CCc3ccccc3)c(=O)c21 (centres undefined)
  -2.9%	-14.9%	-0.4%	10.3%	31.2%	-5.0%	1.4%	2.0	5.8%
- CCOC(=O)Cc1csc(SCC(=O)Nc2ccc3[nH]c(=O)[nH]c3c2)n1
  4.4%	8.1%	-11.1%	12.7%	25.2%	17.6%	4.6%	-2.3	-11.0%
- NS(=O)(=O)c1ccc(CNS(=O)(=O)Cc2ccc(Cl)cc2)cc1
  4.1%	3.5%	-4.5%	-3.8%	30.8%[activator]	8.2%	-1.8%	-6.4	-18.9%
- CCOc1ccc(-n2c(C)nc3cc(C(=O)NCCC4=CCCCC4)ccc32)cc1
  -10.2%[57.1 µM]	-10.0%	i	-7.4%	12.1%	4.9%[57.1 µM]	-2.4%	2.9	-2.9%

The list is partial; count on the stated rates, not on these rows.
